Source: PubChem (National Center for Advancing Translational Sciences (NCATS))
Nrf2 ARE act = Nrf2 pathway activation. AREc32 ARE-luciferase reporter (MCF7-derived line), luminescence, 24 h. Potency, µM (doses to about 46.1 µM), for inactives: at the highest dose activation, most hits filed as activators. 410,000 compounds, 0.31% hits; note: potency is the fitted concentration of half-maximal effect; % of control where 0% means no effect; nearly all actives have a fitted effect of over 65% in size
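Quantitative high-throughput format: AREc32 reporter cells, 1000 per well, received compound by pin transfer and were incubated 24 hr at 37 deg C, 5% CO2, before Steady-Glo luminescence detection.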
EPAC2 agonist = agonists of human EPAC2 (RAPGEF4); EPAC2 activation, biochemical qHTS; response scale: 100% = 6.5 mM cAMP response; 360,000 compounds, 0.079% hits; AID 720711; Potency, µM (top dose mostly 154 µM), without a hit: at the top dose activation, actives largely listed as activators; note: potency is the fitted concentration of half-maximal effect; nearly all actives have a fitted effect of over 50% in size
Target sequence (Q8WZA2 whole entry, looked up): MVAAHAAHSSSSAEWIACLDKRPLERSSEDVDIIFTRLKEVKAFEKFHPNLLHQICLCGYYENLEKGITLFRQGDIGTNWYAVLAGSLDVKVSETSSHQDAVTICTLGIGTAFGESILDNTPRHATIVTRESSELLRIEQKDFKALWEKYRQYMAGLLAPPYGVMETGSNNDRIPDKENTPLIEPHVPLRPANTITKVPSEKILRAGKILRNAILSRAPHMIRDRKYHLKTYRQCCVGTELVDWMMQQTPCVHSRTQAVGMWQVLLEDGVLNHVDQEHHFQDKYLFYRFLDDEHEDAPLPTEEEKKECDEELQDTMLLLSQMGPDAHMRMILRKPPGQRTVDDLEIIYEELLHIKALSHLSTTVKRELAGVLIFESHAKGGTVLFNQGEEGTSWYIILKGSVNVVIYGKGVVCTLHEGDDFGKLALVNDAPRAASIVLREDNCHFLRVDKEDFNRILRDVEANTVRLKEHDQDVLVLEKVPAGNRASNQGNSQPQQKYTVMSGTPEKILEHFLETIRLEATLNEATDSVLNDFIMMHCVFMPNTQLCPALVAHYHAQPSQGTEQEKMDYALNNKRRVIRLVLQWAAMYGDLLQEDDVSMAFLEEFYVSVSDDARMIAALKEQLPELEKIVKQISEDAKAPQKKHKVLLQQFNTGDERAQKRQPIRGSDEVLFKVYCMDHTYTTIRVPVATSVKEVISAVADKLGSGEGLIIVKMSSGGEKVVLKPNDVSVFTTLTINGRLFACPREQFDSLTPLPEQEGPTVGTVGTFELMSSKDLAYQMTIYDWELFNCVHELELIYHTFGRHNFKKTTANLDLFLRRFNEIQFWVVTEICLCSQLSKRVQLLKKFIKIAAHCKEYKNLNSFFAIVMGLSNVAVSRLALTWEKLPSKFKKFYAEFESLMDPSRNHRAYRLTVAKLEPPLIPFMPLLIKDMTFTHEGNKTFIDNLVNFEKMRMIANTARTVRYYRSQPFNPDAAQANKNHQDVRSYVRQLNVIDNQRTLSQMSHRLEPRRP
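In this primary screen, activation is scored as increased exchange of BODIPY-GDP from Rap1B by 100 nM EPAC2, with 50 uM GDP as competitor. Signal is normalized to the 6.5 mM cAMP agonist control.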
pAkt inh = blocks phosphorylation of Akt; 360,000 compounds, 0.32% hits; Neuro2A IGF-stimulated pAkt S473 HTRF, 20 min; stronger effect = lower value; activity change, % for hits at 50 µM; in the data active = activity change below about -80%; inconclusive = mostly about -51% to -80%; note: % is set by controls: 0 for no effect and ±100 for the full control effect
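Neuro2A cells (4,500/well, DMEM with 0.5% FBS) were treated with compound at a single 50 µM final concentration, stimulated with 6 nM IGF for 20 min at 37 °C, and lysed. Phospho-Akt Ser473 was read by HTRF as 665/615 ratio ×10^4.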
CCT modulator = cytosolic chaperonin activity modulation; 360,000 compounds, 0.3% hits; purified chaperonin ATPase assay, HTRF ADP detection, 30 min; activity change, % (no concentration beside the values), hits read low; in the data active = activity change below about -30%; note: % is set by controls: 0 for no effect and ±100 for the full control effect
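First, chaperonin was dispensed at 40 nM or 20 nM final depending on batch activity. Next, compounds were pinned at 76 uM and ATP added at 10 uM. After 30 min at 37 °C, ADP detection reagents ran 30 min at ambient temperature.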
EPAC2 antag = antagonists of human EPAC2. AID 720708. 360,000 compounds, 0.18% hits. EPAC2 GEF exchange of Rap1B-BODIPY-GDP, fluorescence. Potency, µM (highest dose often 114 µM), for inactives: at the top dose activity, negative = inhibition, hits mostly inhibitors. Q8WZA2; note: potency is the fitted concentration of half-maximal effect; % is set by controls: 0 for no effect and ±100 for the full control effect; nearly all actives have a fitted effect of over 45% in size; many of its hits are not listed in these tables
Nrf2 block = blocks Nrf2 signaling; A549 ARE-Fluc reporter, luciferase luminescence, 18-24 h; Potency, µM (doses to about 46 µM), for inactives: top-dose activity change, negative = inhibition, hits mostly inhibitors; 360,000 compounds, 2.1% hits; AID 504444; note: potency is the fitted concentration of half-maximal effect; % is set by controls: 0 for no effect and ±100 for the full control effect; nearly all actives have a fitted effect of over 60% in size
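Two sequential reads on A549 ARE_Fluc cells exposed to compound for 18-24 h: a CellTiter-Fluor fluorescence read for viability, then a luciferase luminescence read for Nrf2/ARE activity.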
TGFb inhibitor = inhibitors of TGF-b signaling; 410,000 compounds, 1.2% hits; Potency, µM (titrated, usually from 46.1 µM), for the others: top-dose activity, negative = inhibition, hits mostly inhibitors; HepG2 CAGA-GFP TGF-b/SMAD3 reporter, GFP fluorescence, 18 h; TGF-beta stimulated, 500 pg/mL final; note: potency is the fitted concentration of half-maximal effect; % is set by controls: 0 for no effect and ±100 for the full control effect; nearly all actives have a fitted effect of over 65% in size
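Smad-responsive CAGA-GFP expression was quantified in HEPG2 cells exposed to compounds and 500 pg/mL final TGF-beta for 18 h at 37 degrees C; unstimulated wells defined full inhibition.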
A549 viability = A549 cytotoxicity, counter-screen for Nrf2 inhibitors; 390,000 compounds, 0.16% hits; Potency, µM (top dose mostly 46 µM), for inactives: at the top dose activity change, negative = cytotoxicity, hits mostly inhibitors; A549 ARE-Fluc cells, CellTiter-Fluor viability, 18-24 h; AID 504648; note: potency is the fitted concentration of half-maximal effect; % is set by controls: 0 for no effect and ±100 for the full control effect
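A549 ARE-Fluc cells in 5% FBS OPTI-MEM, 5000 cells/well, rested 2 h then exposed to compounds in concentration-response for 18-24 h at 37 °C. Viability by CellTiter-Fluor fluorescence (Ex 405/Em 525) after 30 min; luciferase luminescence (BugLite, 15 min, RT) read afterwards.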
Mm-Cpn inhibitor = M. maripaludis TRiC chaperonin inhibition | Potency, µM (doses to about 76.9 µM), for the others: at the top dose activity, negative = inhibition, hits mostly inhibitors | AID 504842 | purified Mm-Cpn ATPase, ADP Transcreener TR-FRET | 330,000 compounds, 0.031% hits; note: potency is the fitted concentration of half-maximal effect; % is set by controls: 0 for no effect and ±100 for the full control effect; nearly all actives have a fitted effect of over 80% in size
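Purified archaeal chaperonin (25 nM final) was preincubated with compound for 10 min at 37°C, then ATP (10 uM final) was added for 30 min at 37°C in Tris pH 7.4/KCl/MgCl2/DTT buffer. ADP was quantified by HTRF Transcreener TR-FRET.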
Starred values were filed as active, the others as inactive; i = inactive; ? = inconclusive; . = not tested or not shown; [ ] = remark or other dose. Unless noted, calls come from the whole dose curve; as a rule, active = well fitted curve in the direction sought with a large enough effect; inconclusive = small, poorly fitted or top-dose-only effect, or another doubt; inactive = no such curve, though single readings can be large; an effect the other way counts as inactive or inconclusive. These rows are one share of the data; rates above refer to the full screens.

Each structure is followed by: Nrf2 ARE act | EPAC2 agonist | pAkt inh | CCT modulator | EPAC2 antag | Nrf2 block | TGFb inhibitor | A549 viability | Mm-Cpn inhibitor
> O=C(Nc1ccc(Cl)cc1C(=O)NCCN1CCOCC1)c1ccco1
 : 1.6% | 2.8% | . | -0.7 | 8.1% | 1.4% | 12.2% | 0.0% | -3.6%
> CCn1nccc1C(=O)Nc1ccc(Cl)cc1Cl
 : 2.1% | 6.4% | i | 2.2 | -12.6% | 6.0% | 4.6% | -2.1% | -1.5%
> C[C@@H]1CN([C@@H](C)CO)C(=O)c2cccc(NS(C)(=O)=O)c2O[C@H]1CN(C)C(=O)Nc1ccc(F)cc1
 : -0.8% | 7.0% | i | 0.3 | -7.6% | 9.4% | -12.7% | -9.0% | 1.8%
> Brc1ccccc1/C=N/Nc1ccccn1
 : ? | 3.3% | i | -1.8 | -9.8% | ? | -18.9% | 8.4% | -0.1%
> CCCCC[C@H]1CCCCC[C@@H](O)C[C@H](O)[C@H](O)/C=C/C(=O)O1
 : 8.1% | -3.4% | i | -22.3 | -5.4% | . | . | . | .
> COc1cc2[nH]c(=O)c(C(=O)NCc3ccc(F)cc3)c(O)c2cc1OC
 : -0.6% | 3.9% | i | -2.1 | -8.3% | -36.9% | -9.7% | 15.1% | 0.5%
> Cn1c(NCc2ccc3occc3c2)nc2cc(-c3cccc(C(F)(F)F)c3)sc2c1=O
 : ? | -5.8% | i | -0.9 | -7.6% | . | ? | . | .
> COc1ccc(NC(=O)c2c(N)c(C(=O)c3ccc(C)cc3)n3ccccc23)cc1OC
 : -1.0% | . | . | . | . | ? | 4.7% | -0.7% | .
> Nc1ccc(C(=O)N2CCN(S(=O)(=O)c3ccc4c(c3)OCCO4)CC2)cc1[N+](=O)[O-]
 : 13.4% | 0.0% | i | 0.5 | -4.7% | -21.1% | 1.6% | -6.9% | 0.6%
> C=CCOC(=O)/C(=C/c1cccc2ccccc12)NC(=O)c1ccccc1
 : 7.2% | 28.8% | i | 1.0 | 2.9% | ? | -2.5% | 9.0% | -0.3%
> CC(Sc1ncccn1)C(=O)NNC(=O)c1cccc(Cl)c1 (stereo not given)
 : 0.1% | 2.4% | i | -1.6 | -2.2% | 4.9% | -4.3% | -1.7% | 0.0%
> Cc1cc(C)cc(NC(=O)CN2CCC(NC(=O)c3ccccc3F)CC2)c1
 : 0.7% | 0.3% | i | -2.7 | 4.4% | -5.2% | -21.6% | 3.0% | 0.5%
> CN(C)C(CNC(=O)c1ccccc1C(F)(F)F)c1ccco1 (stereo not given)
 : -0.1% | 11.9% | i | -3.8 | 4.3% | 1.6% | -8.9% | 0.4% | -1.4%
> O=C(CCN1C(=O)COc2ccccc21)NCc1cccnc1
 : 0.3% | 4.3% | i | 1.0 | 1.3% | -10.5% | 0.2% | 2.1% | 2.3%
> CCOC(=O)CCCNC(=O)CSc1nnc(-c2ccccc2)c(-c2ccccc2)n1
 : 0.6% | -3.9% | i | 0.4 | -7.6% | 10.7% | -6.8% | 2.6% | -0.7%

Next structures:
Each structure is followed by: Nrf2 ARE act | EPAC2 agonist | pAkt inh | CCT modulator | EPAC2 antag | Nrf2 block | TGFb inhibitor | A549 viability | Mm-Cpn inhibitor
> CCOc1ccc(/C(O)=C2/C(=O)C(=O)N(CCCN3CCOCC3)C2c2ccc(F)cc2)cc1C (stereo not given)
 : -0.9% | -14.7% | i | -2.0 | -5.8% | 8.2% | 0.0% | 4.1% | -6.9%
> N#C/C(=C(/O)COc1ccccc1)c1nnc2n1CCCCC2
 : -0.8% | 2.7% | i | -3.7 | 5.4% | -28.7% | -6.1% | -7.3% | -0.8%
> COc1ccc(NC(=O)C2CCN(S(=O)(=O)c3ccccc3)CC2)cc1
 : -0.9% | -2.3% | i | 1.3 | -19.7% | -11.6% | 118.0%[activator] | -6.2% | -1.9%
> CC(=O)OC1CCC2(C)C(COc3ccc4ccc(=O)oc4c3)C(C)(O)CCC2C1(C)C (stereo not given)
 : 3.5% | 7.4% | i | -2.1 | -8.1% | ? | ? | -15.9% | -0.7%
> CC(C)c1ccc(NC(=S)Nc2ccc3cn[nH]c3c2)cc1
 : 0.7% | 11.9% | i | 0.0 | -0.9% | 11.8% | 11.0% | 5.9% | -4.3%
> CCOC(=O)c1cccc(NC(=O)C(NS(=O)(=O)c2ccc3c(c2)CCN3C(C)=O)C(C)C)c1 (stereo not given)
 : -0.5% | -3.2% | i | -3.5 | -7.6% | 15.4% | 4.6% | 1.4% | -9.6%
> COc1ccc(CN(C)C(=O)c2ccncc2)c(OC)c1
 : 0.0% | 4.6% | i | -0.8 | 8.2% | -3.4% | 0.6% | 1.3% | -0.4%
> CC(=O)c1ccc(NC(=O)Nc2ccncc2)cc1
 : 4.7% | 5.5% | i | -2.1 | 5.8% | 7.6% | -15.9% | -3.5% | -1.3%
> Cc1ccc(Cn2c(CCNc3nc(-c4ccc(C)cc4)cs3)nc3cc(C(=O)NCCCO)ccc32)cc1
 : 0.3% | -14.9% | i | -5.6 | 8.3% | -28.4% | -1.0% | -1.7% | .
> COC(=O)c1cccc(NC(=O)/C(=C\c2ccco2)NC(=O)c2ccco2)c1
 : 2.0% | 3.2% | i | -3.9 | 10.9% | . | 0.5% | . | .
> CCc1nc2c(OCc3ccc(C(F)(F)F)cc3)cccn2c1N(C)C(=O)c1ccncc1
 : 1.1% | -7.3% | i | 0.0 | -13.5% | . | ? | . | .
> CCc1cc(-c2n[nH]c(C)c2-c2nc3ccccc3s2)c(O)cc1OCC(=O)NN
 : 0.3% | 9.1% | i | -0.7 | -9.7% | -6.2% | 0.6% | -8.3% | -5.9%
> CCc1ccccc1NNC(=O)c1cc(C)on1
 : 0.1% | 6.1% | i | -3.1 | 1.7% | 0.0% | -27.1% | -0.7% | 0.3%
> Cc1cc(Cl)cc(Br)c1OCCCNCC(C)O (stereo not given)
 : 0.1% | 2.4% | i | 0.7 | 5.7% | -12.2% | -7.5% | 0.2% | 2.6%
> CC(=O)Nc1ccc(S(C)(=O)=O)c(C)c1
 : 0.3% | -9.2% | i | -0.8 | 1.0% | -6.4% | 0.9% | -1.0% | -1.3%

(list continues)
SMILES,Nrf2 ARE act,EPAC2 agonist,pAkt inh,CCT modulator,EPAC2 antag,Nrf2 block,TGFb inhibitor,A549 viability,Mm-Cpn inhibitor
CCC1=[N+]([O-])C(C)(/C(C)=N\O)N(O)C1(C)C (stereo not given),-0.6%,5.9%,i,-0.2,2.9%,16.5%,-10.8%,10.1%,-1.0%
Cc1ccc2c(c1)C(=O)CCN2,0.2%,7.1%,i,1.4,3.3%,-5.9%,5.6%,-2.6%,0.2%
CCc1nc2ccc(C(=O)N3CCN(S(=O)(=O)CC)CC3)cn2c1N(C)CCC(C)C,-0.2%,7.5%,i,-2.1,17.4%,.,-0.2%,.,.
COc1ccc(CSc2nncn2C)cc1F,0.3%,14.4%,i,-1.0,7.3%,5.7%,-10.1%,21.9%,1.7%
N/C(=N\OC(=O)Cc1ccc(Cl)cc1)c1ccncc1,0.3%,1.4%,i,-1.5,2.4%,-0.4%,-4.1%,-0.6%,0.6%
O=S(=O)(c1ccc(Cl)cc1)N1CCN(c2ncnc3sccc23)CC1,2.9%,10.2%,i,-3.8,-2.3%,20.6µM*,?,-5.6%,-14.0%
COc1cccc(NC(=O)c2cccc3c(=O)c4c([nH]c23)CCCC4)c1,2.1%,.,.,.,.,-1.9%,14.8%,15.4%,.
CCOc1cccc(CC(=O)N2CCc3c([nH]c4ccc(OC)cc34)C2c2ccc(F)cc2)c1OCC (stereo not given),0.4%,.,.,.,.,2.1%,-7.1%,-2.4%,.
CN(Cc1ccccc1)C(=O)CC(=O)N(C)Cc1ccccc1,-0.8%,2.5%,i,-0.4,5.8%,18.2%,4.0%,-0.4%,-0.3%
Cc1nn(CC(=O)Nc2cccc(Cl)c2)c(=O)c2cc(-c3ccccc3)nn12,0.5%,-4.7%,i,0.0,-6.2%,3.9%,0.1%,-3.2%,-3.3%

Record cards, as listed above. Order of screens: Nrf2 ARE act, EPAC2 agonist, pAkt inh, CCT modulator, EPAC2 antag, Nrf2 block, TGFb inhibitor, A549 viability, Mm-Cpn inhibitor
Results for COc1ccc(CSc2nncn2C)cc1F : 0.3%, 14.4%, i, -1.0, 7.3%, 5.7%, -10.1%, 21.9%, 1.7%
Results for CCOc1cccc(CC(=O)N2CCc3c([nH]c4ccc(OC)cc34)C2c2ccc(F)cc2)c1OCC (stereo not given) : 0.4%, ., ., ., ., 2.1%, -7.1%, -2.4%, .
Results for CN(Cc1ccccc1)C(=O)CC(=O)N(C)Cc1ccccc1 : -0.8%, 2.5%, i, -0.4, 5.8%, 18.2%, 4.0%, -0.4%, -0.3%
Results for N/C(=N\OC(=O)Cc1ccc(Cl)cc1)c1ccncc1 : 0.3%, 1.4%, i, -1.5, 2.4%, -0.4%, -4.1%, -0.6%, 0.6%
Results for COc1cccc(NC(=O)c2cccc3c(=O)c4c([nH]c23)CCCC4)c1 : 2.1%, ., ., ., ., -1.9%, 14.8%, 15.4%, .
